Compound activity as filed in PubChem BioAssay.
p53ts 39C tox: kills p53ts cells at the nonpermissive temperature; H1299-p53A138V viability at 39C, ATP luminescence, 24 h; Potency, µM (doses to about 46.1 µM), for the others: at the highest dose activity change, negative = cell killing, actives largely listed as cytotoxic; actives 1.5% (n = 130,000); note: nearly all actives have a fitted effect of over 55% in size
p53ts 32C kill: p53ts cell cytotoxicity, permissive temperature; Potency, µM (top dose mostly 46.1 µM), without a hit: at the highest dose activity change, negative = cytotoxicity, most hits filed as cytotoxic; actives 0.93% (n = 130,000); AID 924; H1299-p53A138V at 32C, ATP luminescence viability, 24 h;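 note: 0% = DMSO and -100% = full killing by reference compound; nearly all actives have a fitted effect of over 55% in size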
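Cells: H1299 p53ts (A138V), 600/well, pre-incubated 16–30 h at 37C. Cpd up to 46 uM, 24 h, 32C. Readout: ATPlite luminescence, 20 min RT. Normalization: DMSO vs tamoxifen 100 uM. AC50 by Hill equation.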
IkB sig inh: inhibitors of IkB signaling in ABC-DLBCL cells | Potency, µM (highest dose often 57.1 µM), for the others: at the top dose IkBa stabilization activation | actives 0.04% (n = 110,000) | ABC-DLBCL IkBa-CBG/CBR dual luciferase ratio, 4 h; response scale: scaled: untreated 0%, proteasome inhibitor 100%; active = well fitted curve in the direction sought with a large enough effect in the signal ratio, not every such curve was filed as active; inconclusive = small, poorly fitted or top-dose-only effect, or a change in a side signal; the % refers to the signal ratio;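 note: the direction sought is a rising ratio; 0% = basal untreated cells and 100% = reference inhibitor full response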
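Luminescence ratio of IκBα-fused green versus native red beetle luciferase in OCI-Ly3 cells, 4 h post-doxycycline with compound; red signal alone, scaled from basal (0%) to zero light (-100%), flagged nonspecific or cytotoxic effects.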
Peg3 imprint: genomic imprint erasure induction; mouse ES Peg3-LacZ reporter, beta-gal luminescence, 40 h; Potency, µM (highest dose often 60.7 µM), inactives show top-dose activity change, positive = activation, usual class: activators; actives 0.02% (n = 110,000);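 note: 0% = negative control wells on the plate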
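Readout: BetaGlo luminescence (5 min, room temp) for LacZ from the normally silent maternal Peg3 allele in female Peg3LacZ-Neo ES cells. Cells 300/well, 40 h, 37C, 5% CO2. Data normalized per plate to negative controls.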
Starred values were filed as active, the others as inactive; [ ] = another dose, or the depositor's remark. Unless noted, calls come from the whole dose curve; as a rule, active = well fitted curve in the direction sought with a large enough effect; inconclusive = small, poorly fitted or top-dose-only effect, or another doubt; inactive = no such curve, though single readings can be large; an effect the other way counts as inactive or inconclusive. Unless noted, % is set by controls: 0 for no effect and ±100 for the full control effect; potency is the fitted concentration of half-maximal effect.

C=CCNc1ncnc2c1cnn2-c1ccc(Cl)cc1 was read as p53ts 39C tox -28%, p53ts 32C kill inconclusive, IkB sig inh inconclusive and Peg3 imprint -24%.
For Cc1cnc(C(=O)Nc2ccc(F)c(F)c2)cn1 the results were p53ts 39C tox -6%, p53ts 32C kill -7%, IkB sig inh 4.7% and Peg3 imprint -67%[inhibitor].
`CC1CCN(S(=O)(=O)c2nnc(NC(=O)c3cccc(Br)c3)s2)CC1` gave p53ts 39C tox 4%, p53ts 32C kill -10%, IkB sig inh -2.8% and Peg3 imprint -6%[10.9 µM].
For Cn1c(=O)c2nc(SCC(=O)Nc3ccc(OC(F)(F)F)cc3)n(C)c2n(C)c1=O the results were p53ts 39C tox -4%, p53ts 32C kill -2%, IkB sig inh -1.0% and Peg3 imprint inconclusive.
COC(=O)c1cccc(NC(=O)C2C3CCC(C3)C2C(=O)O)c1 (stereo not drawn) was read as p53ts 39C tox 10%, p53ts 32C kill 8%, IkB sig inh -1.0% and Peg3 imprint -9%.
`O=C(CCSc1ccccc1)Nc1ccc(S(=O)(=O)N2CCOCC2)cc1` gave p53ts 39C tox 0%, p53ts 32C kill 3%, IkB sig inh 0.3% and Peg3 imprint -10%.
`O=C1c2ccccc2C(=O)N1c1nc(-c2cccs2)cs1` gave p53ts 39C tox -13%, p53ts 32C kill -21%, IkB sig inh inconclusive and Peg3 imprint -52%[inhibitor].
Screening O=C(C1CCN(c2ccc(N3CCOCC3)nn2)CC1)N1CCc2ccccc2C1 returned p53ts 39C tox -11%, p53ts 32C kill -3%, IkB sig inh 2.3% and Peg3 imprint -16%.
For O=C(CSc1nnc(CNC(=O)c2ccco2)o1)c1ccccc1 the results were p53ts 39C tox 10%, p53ts 32C kill -4%, IkB sig inh -0.3% and Peg3 imprint -10%.
Screening CCOC(=O)C1CCC(CN(Cc2c(Cl)cccc2Cl)S(=O)(=O)c2ccc(F)cc2)CC1 (stereo not drawn) returned p53ts 39C tox -17%, p53ts 32C kill inconclusive, IkB sig inh inconclusive and Peg3 imprint -11%[10.9 µM].
`COCCn1c(=O)c(-c2ccc(Cl)cc2)nc2cnc(Oc3ccccc3)nc21` gave p53ts 39C tox -2%, p53ts 32C kill -4% and IkB sig inh -0.5%[11.4 µM].
For CC(C)CCN(C)C1CCN(C(=O)Nc2c(F)cccc2F)CC1 the results were p53ts 39C tox 6%, p53ts 32C kill -4%, IkB sig inh -0.1% and Peg3 imprint -8%.
`CC(=O)N1CCN(S(=O)(=O)c2ccc(C)cc2)C1C(C)C` (stereo not drawn) gave p53ts 39C tox -13%, p53ts 32C kill -1%, IkB sig inh 0.6% and Peg3 imprint -6%.
`O=C(NC1CCCC1)C1c2ccccc2C(=O)N1C1CCCCC1` (stereo not drawn) gave p53ts 39C tox 4%, p53ts 32C kill 8%, IkB sig inh 6.4% and Peg3 imprint -5%.
`O=C(C1=C(O)C(=O)N(Cc2ccccc2)C1c1ccncc1)c1ccco1` (stereo not drawn) gave p53ts 39C tox -10%, p53ts 32C kill -2%, IkB sig inh -0.3% and Peg3 imprint -11%.
For COc1ccc(N2CCN(c3nc4ccc(C(=O)c5ccccc5)cc4n4cnnc34)CC2)cc1 the results were p53ts 39C tox 17%, p53ts 32C kill 2%, IkB sig inh -2.2% and Peg3 imprint 8%[10.9 µM].
`CCOC(=O)c1ccc(NC(=O)N2CC3CCCN3c3ccccc32)cc1` (stereo not drawn) gave p53ts 39C tox -14%, p53ts 32C kill -13%, IkB sig inh inconclusive and Peg3 imprint -7%[10.9 µM].
Cc1ccccc1C(=O)c1cccn1CC(=O)NCc1cccc(Cl)c1 was read as p53ts 39C tox -17%, p53ts 32C kill 0%, IkB sig inh inconclusive and Peg3 imprint -2%[10.9 µM].
For CCNc1ncc2nc(-c3ccc(OC)cc3)c(=O)n(Cc3ccc(F)cc3)c2n1 the results were p53ts 39C tox -2%, p53ts 32C kill -11%, IkB sig inh 0.1%[11.4 µM] and Peg3 imprint -3%.
`CCCc1[nH]nc2c1C(c1ccc(OC)c(CSC3=NCCS3)c1)C(C#N)=C(N)O2` (stereo not drawn) gave p53ts 39C tox -5%, p53ts 32C kill 15%, IkB sig inh 5.8% and Peg3 imprint -9%.

Three consecutive records already listed, quoted:
`O=C(C1=C(O)C(=O)N(Cc2ccccc2)C1c1ccncc1)c1ccco1` (stereo not drawn) gave p53ts 39C tox -10%, p53ts 32C kill -2%, IkB sig inh -0.3% and Peg3 imprint -11%.
For COc1ccc(N2CCN(c3nc4ccc(C(=O)c5ccccc5)cc4n4cnnc34)CC2)cc1 the results were p53ts 39C tox 17%, p53ts 32C kill 2%, IkB sig inh -2.2% and Peg3 imprint 8%[10.9 µM].
`CCOC(=O)c1ccc(NC(=O)N2CC3CCCN3c3ccccc32)cc1` (stereo not drawn) gave p53ts 39C tox -14%, p53ts 32C kill -13%, IkB sig inh inconclusive and Peg3 imprint -7%[10.9 µM].

Other results:
`Cn1c(=O)c2cc(S(=O)(=O)NC(Cc3ccccc3)C(=O)NCc3ccco3)ccc2n(C)c1=O` (stereo not drawn) gave p53ts 39C tox 4%, p53ts 32C kill 25%, IkB sig inh 0.1% and Peg3 imprint -2%.
`CCOc1ccc(OCC)c(NC(=O)CSc2nc3c(c(=O)n(C)c(=O)n3C)n2C)c1` gave p53ts 39C tox 4%, p53ts 32C kill 6% and IkB sig inh inconclusive.
For CC(C)NC(=O)C(Cc1ccccc1)N1C(=O)c2ccccc2C1=O (stereo not drawn) the results were p53ts 39C tox 12% and p53ts 32C kill 1%.
For CC(C)(C)NC(=O)c1cccc(NC(=O)c2ccco2)c1 the results were p53ts 39C tox -3% and p53ts 32C kill -10%.
`Cc1ccc(Cn2nnc3c(=O)[nH]c(C4CCCN(C(=O)Nc5ccc(F)cc5)C4)nc32)cc1` (stereo not drawn) gave p53ts 39C tox -9%, p53ts 32C kill 2%, IkB sig inh -0.1% and Peg3 imprint -20%.
For C[C@@H](N)C(=O)O the results were p53ts 39C tox -1%, p53ts 32C kill -3%, IkB sig inh 0.1% and Peg3 imprint 6%.
CCn1c2c(c(=O)n3ncc(C(=O)Nc4ccc(Cl)cc4C)c13)CN(Cc1ccc(OC)cc1)CC2 was read as p53ts 39C tox -22%, p53ts 32C kill 15%, IkB sig inh inconclusive and Peg3 imprint 8%[10.9 µM].
Screening Cn1c(CSc2nc3ccccc3s2)nc2ccccc21 returned p53ts 39C tox -20%, p53ts 32C kill inconclusive, IkB sig inh inconclusive and Peg3 imprint -56%[inhibitor].
`Nc1nc(N2C(=O)C3CC=CCC3C2=O)nn1-c1ccccc1` (stereo not drawn) gave p53ts 39C tox 7%, p53ts 32C kill 6%, IkB sig inh 0.3% and Peg3 imprint 1%.
`COC(=O)CC[C@@H](C)[C@H]1CC[C@H]2[C@H]3CC[C@H]4C[C@@H]5CC[C@@]4(C)C3(O5)[C@@H](Br)[C@@H](Br)[C@@]12C` gave p53ts 39C tox 17%[9.22 µM], p53ts 32C kill 10%[9.22 µM] and IkB sig inh -0.5%[11.4 µM].
For COc1ccc(C(=O)NCC(c2ccco2)S(=O)(=O)c2ccc(F)cc2)cc1 (stereo not drawn) the results were p53ts 39C tox -10%, p53ts 32C kill -5%, IkB sig inh 2.5% and Peg3 imprint -6%[10.9 µM].
O=C(NCC(c1cccs1)N1CCOCC1)c1cc2ccccc2o1 (stereo not drawn) was read as p53ts 39C tox -1%, p53ts 32C kill 12%, IkB sig inh 0.9% and Peg3 imprint -15%.
Screening CCCCN(CCCC)S(=O)(=O)c1ccc2oc(C(=O)N3CCOCC3)c(C)c2c1 returned p53ts 39C tox 14%, p53ts 32C kill 38%[activator], IkB sig inh 3.2% and Peg3 imprint -22%.
CCn1c(NCc2ccccn2)nc2c1c(=O)n(C)c(=O)n2C was read as p53ts 39C tox 3%, p53ts 32C kill 8%, IkB sig inh 0.1% and Peg3 imprint -5%.
`O=C(NC1CCCCC1)N(Cc1ccccc1)Cc1ccco1` gave p53ts 39C tox 0%, p53ts 32C kill 9%, IkB sig inh 0.7% and Peg3 imprint -14%.
`Cc1ccc(N2CCN(CCC(=O)O)CC2)cc1` gave p53ts 39C tox 1%[9.22 µM], p53ts 32C kill -2%[9.22 µM], IkB sig inh 1.2%[11.4 µM] and Peg3 imprint 0%[10.9 µM].
Screening O=C(NCc1ccc(F)cc1Cl)c1ccc(CSCc2ccccc2Cl)o1 returned p53ts 39C tox -10%, p53ts 32C kill 7%, IkB sig inh inconclusive and Peg3 imprint -21%[10.9 µM].
`CCSc1nnc(NC(=O)CSc2nc3c(c(=O)n2CC)SC(C)C3)s1` (stereo not drawn) gave p53ts 39C tox -11%, p53ts 32C kill -4%, IkB sig inh -0.2% and Peg3 imprint -17%.
COc1ccc(NC(=O)c2ccc(-c3nc(COc4ccccc4)c(C)o3)cc2)cc1 was read as p53ts 39C tox 8%, p53ts 32C kill 2%, IkB sig inh -0.8% and Peg3 imprint 2%[10.9 µM].
`COC(=O)c1ccc(Cl)c(NC(C)=O)c1` gave p53ts 39C tox 15%, p53ts 32C kill 8%, IkB sig inh 1.1% and Peg3 imprint 2%.

Entries shown so far containing a thiophene ring, fused or not (2):
`O=C1c2ccccc2C(=O)N1c1nc(-c2cccs2)cs1` gave p53ts 39C tox -13%, p53ts 32C kill -21%, IkB sig inh inconclusive and Peg3 imprint -52%[inhibitor].
O=C(NCC(c1cccs1)N1CCOCC1)c1cc2ccccc2o1 (stereo not drawn) was read as p53ts 39C tox -1%, p53ts 32C kill 12%, IkB sig inh 0.9% and Peg3 imprint -15%.

Other results:
COc1cc(NS(=O)(=O)c2ccc(NC(=O)c3ccco3)cc2)nc(OC)n1 was read as p53ts 39C tox 4%, p53ts 32C kill 6%, IkB sig inh 0.6% and Peg3 imprint 1%.
O=C(CN(Cc1cccs1)C(=O)CNC(=O)c1ccco1)NC1CCCCC1 was read as p53ts 39C tox -5%, p53ts 32C kill 1%, IkB sig inh 0.2% and Peg3 imprint -5%.
Cc1ccc(S(=O)(=O)NC(CC(=O)O)c2ccccc2)cc1 (stereo not drawn) was read as p53ts 39C tox 10%, p53ts 32C kill -7%, IkB sig inh 2.2% and Peg3 imprint -15%.
For COc1cccc(N2CCN(C(=O)CCCCCn3c(=O)[nH]c4ccccc4c3=O)CC2)c1 the results were p53ts 39C tox -17%, p53ts 32C kill -3%, IkB sig inh inconclusive and Peg3 imprint inconclusive.
CCOC(=O)c1[nH]c(CSc2nnc(-c3ccncc3)n2CCOC)c(C(=O)OCC)c1C was read as p53ts 39C tox 2%, p53ts 32C kill 0%, IkB sig inh -0.5% and Peg3 imprint -21%.
Screening Cc1ccc(NC(=O)C(Cc2ccccc2)n2cccc2)cc1C (stereo not drawn) returned p53ts 39C tox inconclusive, p53ts 32C kill -9%, IkB sig inh inconclusive and Peg3 imprint 23%[10.9 µM].
CCc1ccc(CNC(=O)CCSCc2ccccc2F)cc1 was read as p53ts 39C tox -29%, p53ts 32C kill 1%, IkB sig inh inconclusive and Peg3 imprint -18%[10.9 µM].
COc1ccc(Cl)cc1NC(=O)CSc1ccc(-c2sc(C)nc2C)nn1 was read as p53ts 39C tox -31%, p53ts 32C kill -5%, IkB sig inh inconclusive and Peg3 imprint -7%[10.9 µM].
For CN1C(=O)C2C=CC1C1C(=O)N(c3ccccc3)C(=O)C21 (stereo not drawn) the results were p53ts 39C tox 3%, p53ts 32C kill 0%, IkB sig inh 0.7% and Peg3 imprint 1%.
Screening COc1ccc2c(c1)C(=O)/C(=C/C=C/c1ccccc1)CC2 returned p53ts 39C tox -8% and p53ts 32C kill -11%.
Screening Cc1cccc(-n2c(=O)c3c(c4cc(C)ccc4n3C)n(CC(=O)N3CCCC3)c2=O)c1 returned p53ts 39C tox inconclusive, p53ts 32C kill -9%, IkB sig inh inconclusive and Peg3 imprint 17%[10.9 µM].
Screening COc1ccc(-c2noc(CC(=O)N(C)c3ccccc3F)n2)cc1 returned p53ts 39C tox -13%, p53ts 32C kill 1%, IkB sig inh inconclusive and Peg3 imprint -17%[10.9 µM].
Screening N#Cc1cnc2sc3ccccc3n2c1=N returned p53ts 39C tox -4%, p53ts 32C kill -22%, IkB sig inh inconclusive and Peg3 imprint -92%[inhibitor].
Screening CCC(C)(C)n1nnnc1C(c1ccc(OC)c(OC)c1)N1CCN(c2cccc(OC)c2)CC1 (stereo not drawn) returned p53ts 39C tox -15%, p53ts 32C kill 7%, IkB sig inh 1.1% and Peg3 imprint -10%.
